# Rin1 Abl inh: inhibitors of Rin1-Abl protein binding, primary screen, biochemical, TR-FRET | inhibition, % at 7.35 µM | 360,000 compounds, 0.4% hits; in the data active = inhibition above about 5%, passing the limit was not always enough
# Scp1 inh: Scp-1 phosphatase inhibitors, primary screen, biochemical, colorimetric, uHTS | Carboxy-terminal domain RNA polymerase II polypeptide A small phosphatase 1 (Homo … | inhibition, % at 20 µM | 340,000 compounds, 0.88% hits | Recombinant Scp1, phosphopeptide, malachite green phosphate absorbance;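 active = inhibition above about 50% at 20 µM, limit read from the data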;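 note: plate controls were DMSO wells with enzyme for no effect and wells lacking enzyme for full effect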
#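 Material: truncated SCP-1 phosphatase (76-261aa) / Buffer or medium: 50 mM Tris acetate pH 5.5, 0.005% Tween-20, 10 mM MgCl2 / Compound dosing: one concentration, 20 µM, with 1.0% DMSO / Incubation: 45 min room-temperature reaction, 5 min colour, 30 min stabiliser / Detection: colorimetric free-phosphate detection, absorbance 630 nm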
# STEP inh: STEP phosphatase inhibitors, primary screen, biochemical, fluorescence intensity, uHTS; Tyrosine-protein phosphatase non-receptor type 5 (Homo sapiens), P54829; recombinant STEP, OMFP fluorogenic substrate; inhibition, % at 20 µM; 360,000 compounds, 0.25% hits; AID 588621, 2011;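 active = inhibition at 20 µM, scaled per plate between control wells, above about 37%, limit read from the data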;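 note: 0% = DMSO with enzyme and substrate and 100% = substrate only without enzyme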
#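 medium = Bis-Tris buffer pH 6.0, 2.5 mM DTT, 0.005% Tween 20 | test system = STEP (striatal-enriched tyrosine phosphatase) enzyme, cell-free | measure = normalized % inhibition | compound dosing = 20 µM, 1% DMSO | also added = 25 µM OMFP | schedule = reaction 20 min, ambient temperature | measured by = fluorescence read at 480 nm ex / 540 nm em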
# NadD block: inhibitors of S. aureus NadD, primary screen, biochemical, colorimetric, uHTS; purified NadD enzyme, colorimetric absorbance read-out; 360,000 compounds, 0.78% hits; AID 602399, 2012; Nicotinate-nucleotide adenylyltransferase NadD (Staphylococcus aureus N315); inhibition, % at 20 µM; in the data active = inhibition above about 26%; note: some compounds past the cut are filed as inactive
# CSN inh: inhibitors of CSN-mediated cullin deneddylation, primary screen, biochemical, fluorescence polarization, uHTS; COP9 signalosome complex subunit 5 (Homo sapiens), Q92905; inhibition, % at 12.5 µM; Purified CSN, SCF-Nedd8-OG deneddylation; AID 651999, 2013; 360,000 compounds, 0.38% hits;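 active = pattern-corrected inhibition above about 35%, with an unprinted fluorescence ratio check between 0.5 and 1.5, limit read from the data, passing the limit was not always enough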;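 note: 0% = enzyme with substrate and 100% = substrate without enzyme; some results filed as inactive read as strong as hits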
# Target sequence (Q92905 whole entry, looked up, one chain of several): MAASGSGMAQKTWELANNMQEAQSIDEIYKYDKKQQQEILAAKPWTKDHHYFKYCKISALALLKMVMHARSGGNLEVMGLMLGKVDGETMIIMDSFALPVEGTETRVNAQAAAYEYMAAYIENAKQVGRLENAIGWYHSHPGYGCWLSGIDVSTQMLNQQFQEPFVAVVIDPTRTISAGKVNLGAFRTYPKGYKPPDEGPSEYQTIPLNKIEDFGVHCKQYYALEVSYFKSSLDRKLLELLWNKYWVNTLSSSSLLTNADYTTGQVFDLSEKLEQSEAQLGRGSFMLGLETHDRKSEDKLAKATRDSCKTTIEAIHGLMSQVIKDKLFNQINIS
#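 Material: human Csn5 produced in HEK293T cells; Input: enzyme 0.24 nM; Reagent: SCFSkp2-Nedd8OG substrate at 10 nM final; Dosing: 12.5 µM compound; Incubation: 90 min reaction at room temperature; Detection: fluorescence polarization of the substrate; Evaluation: % inhibition of substrate cleavage by Csn5; Control set: substrate-only high control, full reaction low control.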
# SUMO1-SIM PPI: modulators of SUMO1 protein-protein interactions, primary screen, biochemical, uHTS | Small ubiquitin-related modifier 1 (Homo sapiens), P63165 | SUMO1 binding to a labelled peptide, TR-FRET, 1 h | inhibition, % at 20 µM | 360,000 compounds, 0.33% hits | AID 602429, 2012; in the data active = inhibition above about 37%
# Target sequence (P63165 whole entry, looked up): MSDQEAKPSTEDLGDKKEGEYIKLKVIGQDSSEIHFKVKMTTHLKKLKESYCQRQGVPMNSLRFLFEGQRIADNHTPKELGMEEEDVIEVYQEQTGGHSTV
# Neddyl block: inhibitors of cullin neddylation, primary screen, biochemical, TR-FRET, uHTS, NAE and Ubc12; NEDD8-conjugating enzyme Ubc12 (Homo sapiens) + NEDD8-activating enzyme E1 regulatory …; calls only at 25 µM; 360,000 compounds, 0.58% hits; in the data active = inhibition above about 36%
# Rpn11 block: Rpn11 (PSMD14) deubiquitinase inhibitors, primary screen, biochemical, fluorescence polarization, uHTS; 26S proteasome non-ATPase regulatory subunit 14 (Homo sapiens), O00487; human 26S proteasome, Ub4-pepOG fluorescence polarization; 20S core pre-blocked with epoxomicin; calls only at 20 µM; 360,000 compounds, 0.59% hits; AID 588493, 2011;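 active = inhibition at 20 µM, scaled to each plate's controls, above about 33%, limit read from the data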
# Target sequence (O00487 whole entry, looked up): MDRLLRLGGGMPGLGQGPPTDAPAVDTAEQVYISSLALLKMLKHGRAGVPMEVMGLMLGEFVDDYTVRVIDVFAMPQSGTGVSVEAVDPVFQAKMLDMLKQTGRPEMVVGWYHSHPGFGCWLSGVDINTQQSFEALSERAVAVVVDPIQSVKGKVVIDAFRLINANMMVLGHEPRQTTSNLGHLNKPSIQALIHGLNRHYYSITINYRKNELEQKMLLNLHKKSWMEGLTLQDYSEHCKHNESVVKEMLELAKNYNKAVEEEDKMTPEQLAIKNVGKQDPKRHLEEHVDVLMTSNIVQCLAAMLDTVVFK
# DNMT1 inh: human DNMT1 methyltransferase inhibitors, primary screen, biochemical, molecular beacon, fluorescence, HinP1I cleavage, uHTS; inhibition (reported as % activation of signal), % at 10 µM; DNA (cytosine-5)-methyltransferase 1 (Homo sapiens), P26358; 360,000 compounds, 0.83% hits; in the data active = inhibition above about 50%
# LMPTP inh: LMPTP phosphatase inhibitors, primary screen, biochemical, fluorescence intensity, uHTS; Low molecular weight phosphotyrosine protein phosphatase (Homo sapiens), P24666; recombinant LMPTP-A, OMFP fluorogenic substrate; inhibition, % at 20 µM; 360,000 compounds, 0.22% hits;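 active = compounds that cut the enzyme signal by at least half of the control window in the single-dose screen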;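 note: plate controls were DMSO wells with enzyme plus substrate for no effect and substrate without enzyme for full effect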
# Target sequence (P24666 whole entry, looked up): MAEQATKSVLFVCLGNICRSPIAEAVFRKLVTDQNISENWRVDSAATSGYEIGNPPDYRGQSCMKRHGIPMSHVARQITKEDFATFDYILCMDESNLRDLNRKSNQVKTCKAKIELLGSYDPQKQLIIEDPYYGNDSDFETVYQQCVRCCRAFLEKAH
#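 Test system: LMPTP-A phosphatase enzyme; input: 0.625 nM LMPTP-A final; reagent: OMFP substrate, 400 µM final; compound dosing: 20 µM single dose, 3% DMSO; incubation: 50 min dark incubation at room temperature; measured by: endpoint fluorescence intensity from OMFP dephosphorylation; measure: % inhibition relative to no-enzyme and uninhibited control wells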
# * = called active by the depositor; i = inactive; nt = no result given.
# Values run as follows: Rin1 Abl inh, Scp1 inh, STEP inh, NadD block, CSN inh, SUMO1-SIM PPI, Neddyl block, Rpn11 block, DNMT1 inh, LMPTP inh
> C=C(C)c1cccc(C(C)(C)NC(=O)NCCCN2CCCC2=O)c1
    4, -3, -1, 2, -2, -3, i, i, -1, 0.4
> O=C(COc1ccc(-n2cnnn2)cc1)Nc1ccc(F)c(F)c1F
    0, -4, 2, 3, 0, 1, i, i, 4, -0.3
> CCC(C)Nc1nc2c(c(=O)[nH]c(=O)n2C)n1CCCc1ccccc1 (stereo not drawn)
    1, -5, 4, -3, 3, 7, i, i, -2, 1.2
> CCCC(c1nnnn1Cc1ccco1)N1CCN(C(=O)c2ccco2)CC1 (stereo not drawn)
    0, 20, 0, 2, -1, 1, i, i, 4, -2.6
> Cc1cc2cc(CN(Cc3cccs3)S(=O)(=O)c3ccc4c(c3)OCCO4)c(=O)[nH]c2cc1C
    -2, -9, 1, 3, -13, -6, i, i, 0, 1.1
> CC(=O)Nc1ccc(C2Nc3cc(C)c(C)cc3NC3=C2C(=O)CC(C)(C)C3)cc1 (stereo not drawn)
    -4, 1, 0, -4, 2, -10, i, i, 1, -0.8
> C=CCCCCCCCCC(=O)NNC1=CC(=O)CC(C)(C)C1
    3, -3, -1, 0, -3, 2, i, i, -3, -1.8
> CCn1c(SCC(=O)Nc2ccc(OC)cc2)nc2c1c(=O)n(C)c(=O)n2C
    -4, 4, -1, -3, 5, 8, i, i, 1, -0.3
> CC1CCCC(NC(=O)COC(=O)c2cc(S(=O)(=O)N3CCCCC3)ccc2N2CCOCC2)C1C (stereo not drawn)
    0, -12, 0, 5, 1, -2, i, i, 3, 0.5
> Cc1ccc(C(=O)O)c(C(=O)Nc2nc3ccccc3s2)c1
    2, -4, 2, -5, 2, 4, i, i, 1, -0.8
> O=S(=O)(c1ccccc1)N1CCN(c2cccc(Cl)c2)CC1
    1, -5, 0, -5, 2, 9, i, i, 2, 3.5
> COc1ccc(S(=O)(=O)N2CCCC(N(C)CCc3ccccc3)C2)cc1OC (stereo not drawn)
    -1, -8, 2, 1, -3, -2, i, i, -3, 0.6
> CC(=O)c1ccc(N/C=C/C(=O)c2ccc(Br)cc2)cc1
    -2, -2, 1, -5, 1, 4, i, i, -5, 0.8
> Cn1nnc(NC(=S)NC(=O)Cc2ccccc2)n1
    0, 3, 0, -6, -4, -1, i, i, -3, -2.6
> Cc1nn(-c2cc(N3CCCC3)ccc2[N+](=O)[O-])c(=O)c2ccccc12
    -9, -6, -5, 10, 2, -27, i, i, 4, 2.0
> CCOC(=O)C1C(=O)C=C(c2ccc(C)cc2)CC1c1ccc([N+](=O)[O-])cc1 (stereo not drawn)
    -3, -17, 5, -5, 1, -10, i, i, 2, 1.4
> Brc1ccc(OCc2ccccc2)c(CNCC2CCCO2)c1 (stereo not drawn)
    0, -1, 2, -9, -1, 15, i, i, -2, -0.7
> CC(C)=CCCC(C)CCO (stereo not drawn)
    -1, 7, -3, 3, -3, 2, i, i, -1, -0.7
> CCN(c1ccccc1)S(=O)(=O)c1ccc(NC(=O)c2ccco2)cc1
    3, -7, 0, -10, 0, -1, i, i, 2, 0.3
> COc1cccc(CC2(CO)CCCN(Cc3cn(C)c4ccccc34)C2)c1 (stereo not drawn)
    6, -3, -1, -1, 5, -1, i, i, -1, -1.4
> O=C1c2ccccc2CCC12OC2c1ccc([N+](=O)[O-])cc1 (stereo not drawn)
    2, nt, 1, -2, -1, -32, i, i, 1, 0.6
> CSc1ccc(C=NNc2ccc(S(=O)(=O)Nc3ccccc3C(=O)O)cc2[N+](=O)[O-])cc1
    3, 5, 44*, 41*, 15, 96*, i, i, 86*, 91*
> C#CCOCCOCCOCCNc1nc(N2CCN(C(=O)[C@H](CCC(=O)O)n3cc(CN)nn3)CC2)nc(N2CCN(C(=O)[C@H](CCC(=O)O)n3cc(CN)nn3)CC2)n1
    -2, 0, 2, 2, -5, 1, i, i, 6, -3.6
> CC(C)C(=O)Nc1nnc(SCC(=O)N2c3ccccc3CC2C)s1 (stereo not drawn)
    3, -5, -2, -6, 2, -2, i, i, -1, -0.1
> Cc1cc(N2CCOCC2)nc2ccc(NC(=O)CCC(=O)N3CCCCC3)cc12
    -1, -11, -2, 2, -1, 4, nt, i, -11, -0.6
> CCOc1cc2[nH]c(=S)n(C3CC3)c(=O)c2cc1OCC
    -2, -7, -2, -1, -2, 1, i, i, 1, -3.2
> O=C(COc1ccccc1Br)NC1CC1
    -4, -5, 1, -2, 4, 0, i, i, 2, 0.6
> NC(=O)CSc1nnc(-c2cnccn2)n1-c1ccccc1
    -4, 0, 0, 3, -4, 2, i, i, -1, -0.9
> CCC(NC(=O)c1cc(COc2c(F)cccc2F)on1)c1ccncc1 (stereo not drawn)
    -1, 4, 0, 0, 2, -7, i, i, 0, -0.1
> Cc1ccccc1-n1nc2c(c1NC(=O)CCCl)CSC2
    5, -1, 1, -4, 0, 3, i, i, 0, -0.1

# Sorted by value in DNMT1 inh (descending): 3 from the list above
canonical_smiles	DNMT1 inh
C#CCOCCOCCOCCNc1nc(N2CCN(C(=O)[C@H](CCC(=O)O)n3cc(CN)nn3)CC2)nc(N2CCN(C(=O)[C@H](CCC(=O)O)n3cc(CN)nn3)CC2)n1	6
CCOc1cc2[nH]c(=S)n(C3CC3)c(=O)c2cc1OCC	1
Cc1ccccc1-n1nc2c(c1NC(=O)CCCl)CSC2	0

# Later entries.
# Values run as follows: Rin1 Abl inh, Scp1 inh, STEP inh, NadD block, CSN inh, SUMO1-SIM PPI, Neddyl block, Rpn11 block, DNMT1 inh, LMPTP inh
> COc1ccc(N2C(=O)/C(=C/c3cccnc3)NC2=S)cc1
    -4, -11, -3, -3, 4, -21, i, i, 0, -2.2
> CC(C)Cc1nnc(NC(=O)c2ccncc2)s1
    3, 0, 1, -3, 2, 2, i, i, 5, -1.0
> CCOC(=O)CC1(NC(=O)c2cc(COc3cccc(OC)c3)on2)CCCCC1
    1, -10, -2, -4, 4, 1, i, i, -1, 2.0
> O=C(Cn1cc([N+](=O)[O-])cn1)Nc1cccnc1
    -6, -8, 5, 2, 1, -1, i, i, -4, -1.0
> O=C(CSc1nc2ccc(Cl)cc2[nH]1)NC1CCCc2ccccc21 (stereo not drawn)
    0, -8, -2, 1, 4, 0, i, i, -6, 3.0
> Cc1ccc(C)n1-c1ccc(-n2cnnn2)cc1
    -4, 2, -6, 16, 6, 1, i, i, -12, 15
> Cc1nc(NC(=O)COC(=O)c2ccc(S(=O)(=O)N3CCc4ccccc4C3)cc2)c(Cl)cc1Cl
    -1, -3, -1, 20, -1, 4, i, i, 2, 0.4
> CNc1ncnc2c1ncn2[C@H]1CN(Cc2ccc(Cl)cc2)C[C@@H](CO)O1
    -1, nt, 0, -3, 2, 0, i, i, -1, -0.5
> COc1cc2cc(C(=O)NCCc3c[nH]c4ccccc34)c(N)nc2cc1OC
    nt, nt, nt, 3, 20, -14, i, nt, nt, 1.5
> Cc1cc(C)nc(SCC(=O)Nc2ncc(Cc3ccc(Cl)c(Cl)c3)s2)n1
    1, -2, 0, 3, -3, -4, i, i, 6, -0.7
> CC(C)OCCCNC(=O)c1ccc(C2SCC(=O)N2Cc2ccco2)cc1 (stereo not drawn)
    2, 1, 0, 4, 1, 3, i, i, -3, -0.4
> COc1ccc([C@H]2C[C@H](O)[C@@H](n3cc(C4CC4)nn3)CN2C(=O)c2cccs2)cc1
    -3, nt, -1, 7, 6, 0, i, i, 3, 0.3
> COCCCNC(=O)CSc1nc2ccccc2c(=O)n1CCC(=O)NCCc1ccc(OC)c(OC)c1
    0, 1, 0, -7, 1, 2, i, i, 0, 0.6
> O=C1N=C(N2CCCC2C(=O)O)S/C1=C\c1ccco1 (stereo not drawn)
    0, 14, 2, -2, -1, -6, i, i, 9, 0.5
> C[C@H](NC(=O)N1CCn2c1nc1ccccc12)C(=O)NCc1ccc2c(c1)OCO2
    4, -3, -3, -4, 1, -1, i, i, -1, -0.8
> COC(=O)c1ccc(CNC(=O)c2coc3ccccc3c2=O)cc1
    0, -3, 0, -4, -2, 2, i, i, 3, 0.5
> COc1ccccc1N1CCN(C(c2cccs2)C(C)NC(=O)c2ccco2)CC1 (stereo not drawn)
    -1, -4, 0, -2, 1, 2, i, i, 0, 0.1
> CN(C)c1ccc(C(C#N)c2ccc(Cl)cc2)nn1 (stereo not drawn)
    4, -4, 2, -6, -1, -19, i, i, 0, 0.6
> CCN(CC)c1ccc(C=C2C(=O)OC(C)(C(C)(C)C)OC2=O)cc1 (stereo not drawn)
    -2, -2, -2, -6, 19, -26, i, nt, 5, -1.7
> CC1CN(C2CCN(C(=O)c3ccccc3Cl)CC2)CC(C)O1 (stereo not drawn)
    1, -9, -7, -5, 0, 1, i, i, -2, -4.8
> O=C(/C=C/c1cccc([N+](=O)[O-])c1)NCCSCc1ccccc1Cl
    0, -11, 0, -12, -5, -16, i, i, 5, 3.2
> CC(C)Sc1ncnc2c1oc1ccccc12
    -373, -14, 8, 5, -4, 1, i, i, 2, 0.4
> CC(C)CCNc1nc(N)c([N+](=O)[O-])c(NCC2CCCO2)n1 (stereo not drawn)
    1, -3, -3, -2, -3, -8, i, i, 0, -0.9
> N#CCn1c(CN2CCCC2)nc2ccccc2c1=O
    1, -5, -1, 2, -3, 0, i, i, 6, -2.1
> CCCNC(=O)C1(C)CCCN(Cc2noc(-c3c(C)noc3C)n2)C1 (stereo not drawn)
    1, nt, 1, 1, 2, -2, i, i, -2, -1.2
> Cc1ccc(F)c(S(=O)(=O)NC(=O)C2(C)CCN2C(=O)Cc2ccc(Cl)cc2Cl)c1 (stereo not drawn)
    -3, nt, 0, -1, -1, 1, i, i, 1, -2.0
> CC(C)(C)OC(=O)NCCCC[C@H](NC(=O)c1nc[nH]c1C(=O)N1CCN(c2ccccc2)CC1)C(=O)OC(C)(C)C
    4, -1, -2, 18, 3, -6, i, i, 6, -2.5

# Screening data from PubChem.
